Assay outcomes: PubChem, several laboratories
Rac1 wt GTP bind: human Rac1 wildtype GTP binding, inhibitors and activators. GTP binding activity (% of control), % at 10 µM. GST-Rac1 beads, fluorescent GTP binding, flow cytometry; actives lie on both sides; 0 = cold GTP competed, 100 = untreated. P63000. 190,000 compounds, 0.27% hits;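 active = GTP binding activity at least 20 points away from the 100% control level, either lower or higher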
Bim-Mcl-1: inhibitors of Bim-Mcl-1 interaction, human | 190,000 compounds, 0.1% hits | AID 1009 | Bead-based flow cytometry, Bim peptide-Mcl-1 binding | Q07820 | inhibition, % at 10 µM; in the data active = inhibition above about 40%;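 note: 0% = no compound tracer wells and 100% = peptide blocker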
Target sequence (Q07820 whole entry, looked up): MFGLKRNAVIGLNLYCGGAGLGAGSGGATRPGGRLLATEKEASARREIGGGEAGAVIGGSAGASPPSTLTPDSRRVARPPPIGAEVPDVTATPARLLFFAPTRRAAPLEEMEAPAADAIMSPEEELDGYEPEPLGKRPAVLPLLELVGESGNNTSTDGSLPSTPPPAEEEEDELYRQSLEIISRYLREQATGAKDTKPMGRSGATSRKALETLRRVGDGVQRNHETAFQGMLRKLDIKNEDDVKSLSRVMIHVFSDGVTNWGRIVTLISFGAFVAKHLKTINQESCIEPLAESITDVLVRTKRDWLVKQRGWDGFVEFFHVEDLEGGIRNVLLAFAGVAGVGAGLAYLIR
Rac1 act GTP bind: modulators of GTP binding to human Rac1 activated mutant | AID 764 | P63000 | GST-Rac1 activated beads, fluorescent GTP binding, flow cytometry; actives lie on both sides; 100% means binding = to untreated wells | percent activity (GTP binding), % at 10 µM | 190,000 compounds, 0.11% hits;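 active = GTP binding at least 20 percentage points away from the 100% baseline, in either direction, so actives lie on both sides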
Rab7 wt modul: dog Rab7 wildtype GTP binding, inhibitors and activators | AID 758 | 190,000 compounds, 0.055% hits | GTP binding activity (percent of control), % at 10 µM | GST-Rab7 beads, fluorescent GTP binding, flow cytometry; actives lie on both sides; untreated = 100%, excess cold GTP = 0%;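 active = fluorescent GTP binding to Rab7 beads changed by at least 20 points from the 100% baseline, either direction, mostly lower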;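 note: median green fluorescence of bound Bodipy-FL-GTP per Rab7 bead population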
Rab2 wt GTP: changes GTP binding to wildtype dog Rab2A, up or down; 190,000 compounds, 0.19% hits; GTP binding activity, % at 10 µM; GST-Rab2 wt beads, Bodipy-GTP binding, flow cytometry; P61105;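 active = GTP binding activity at least 20 points away from 100%, either lowered or raised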;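 note: 0% = beads with excess unlabeled GTP and 100% = no-compound control corrected for plate trend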
Mcl1 Bid PPI: Mcl-1/Bid interaction inhibition. Q07820. TR-FRET Mcl-1/Bid-Dy647 peptide binding, 1536-well. inhibition, % at 21.7 µM. 220,000 compounds, 0.97% hits. AID 1021;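 active = compounds that cut the binding signal by more than half at the single screening dose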;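 note: His-tagged Mcl-1 with europium anti-His antibody binding Bid BH3 peptide; 0% = Mcl-1 plus peptide wells and 100% = peptide-only wells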
HRas wt GTP bind: human HRas wildtype GTP binding, change in either direction. 190,000 compounds, 0.14% hits. AID 759. GTP binding activity, % at 10 µM. GST-Ras wt beads, Bodipy-FL-GTP binding, flow cytometry; actives lie on both sides;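 active = GTP binding activity at least 20% away from the 100% baseline, either lowered as inhibitor or raised as activator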;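 note: 0% = unlabeled GTP competition control and 100% = no-compound control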
Pf gamet viab: P. falciparum stage V gametocyte viability inhibition; inhibition, % at 10.9 µM; 150,000 compounds, 0.065% hits; P. falciparum stage V gametocytes, ATP luminescence, 24 h;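 active = inhibition above the mean plus 3 SD of compounds within the control limits, set per campaign, cut at about 38% in these data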;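 note: 0% = DMSO wells and 100% = medium only without gametocytes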
Mcl1-Noxa inh: disrupts binding of human Mcl-1 to Noxa peptide; Q07820; TR-FRET Mcl-1/Noxa peptide binding, 2 h; inhibition, % at 21.7 µM; 220,000 compounds, 1.5% hits;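 active = compounds that cut the protein-peptide binding signal by more than 50% relative to plate controls in a single-dose test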;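 note: His-tagged Mcl-1 with rhodamine Noxa BH3 peptide and terbium anti-His antibody; 0% = Mcl-1 plus Noxa peptide wells and 100% = peptide-only wells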
RGS8-Gao reg: modulates binding of RGS8 to human Galphao; 220,000 compounds, 0.34% hits; response (percent of control binding), % at 10 µM; multiplexed bead flow cytometry; actives lie on both sides; in the data active = response below about 60% or above about 140%; inactive = in between;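 note: Galphao activated as the GDP aluminium fluoride complex binding bead-coupled RGS8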
Target sequence (P09471 whole entry, looked up): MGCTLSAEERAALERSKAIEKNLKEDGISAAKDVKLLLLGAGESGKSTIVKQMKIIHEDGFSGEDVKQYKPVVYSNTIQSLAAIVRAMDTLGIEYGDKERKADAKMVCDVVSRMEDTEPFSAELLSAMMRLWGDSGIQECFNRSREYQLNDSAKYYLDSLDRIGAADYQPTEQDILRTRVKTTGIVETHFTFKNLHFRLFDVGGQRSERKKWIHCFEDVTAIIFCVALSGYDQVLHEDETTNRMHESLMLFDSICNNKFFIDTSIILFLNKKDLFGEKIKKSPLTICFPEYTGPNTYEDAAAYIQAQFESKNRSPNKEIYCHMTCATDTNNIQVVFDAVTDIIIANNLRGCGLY
Cdc42 wt: modulators (inhibitors or activators) of GTP binding to human Cdc42 wildtype. GST-Cdc42 beads, Bodipy-GTP binding, flow cytometry; actives lie on both sides. percent activity (GTP binding), % at 10 µM. 190,000 compounds, 0.2% hits. P60953;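 active = percent activity GTP binding at least 20 points away from the 100% baseline, either down as inhibitor or up as activator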;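 note: median bead fluorescence of bound Bodipy-FL-GTP at 100 nM; 0% = excess unlabeled GTP control and 100% = no compound control; below 100% means less GTP binding so inhibitor and above means activator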
Target sequence (P60953 whole entry, looked up): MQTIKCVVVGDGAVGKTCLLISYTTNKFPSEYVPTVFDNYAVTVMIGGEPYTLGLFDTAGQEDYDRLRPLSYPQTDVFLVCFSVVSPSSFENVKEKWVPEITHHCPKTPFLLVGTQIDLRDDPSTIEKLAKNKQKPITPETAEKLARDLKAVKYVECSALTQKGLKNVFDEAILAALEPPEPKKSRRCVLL
* = called active by the depositor; / = not tested or not shown.

SMILES | Rac1 wt GTP bind | Bim-Mcl-1 | Rac1 act GTP bind | Rab7 wt modul | Rab2 wt GTP | Mcl1 Bid PPI | HRas wt GTP bind | Pf gamet viab | Mcl1-Noxa inh | RGS8-Gao reg | Cdc42 wt
COc1ccc(C)cc1NC(=O)CSc1nnc(-c2ccco2)n1N | 93 | -3 | 92 | 96 | 93 | -7 | 95 | -17 | 1 | 99 | 93
C/C=C(\C)c1nnc(NC(=O)C(C)C)s1 | 94 | -1 | 93 | 96 | 94 | -3 | 97 | / | -5 | 100 | 97
CN(CC(=O)Nc1ccc(F)c(F)c1F)C1CCCCC1 | 100 | 0 | 99 | 101 | 101 | -5 | 100 | 12 | 5 | 100 | 101
Oc1ccc(Cc2ncc(C(F)(F)F)cc2Cl)cc1 | 96 | -1 | 97 | 104 | 97 | -3 | 97 | / | -5 | 100 | 101
CCOC(=O)c1c(NC(=S)NC(C)=O)sc(C)c1C | 98 | -3 | 98 | 93 | 100 | -7 | 97 | -6 | 6 | 89 | 98
CNC(=O)/C=C1\NC(C)(C)Cc2c1ccc1ccccc21 | 97 | 0 | 94 | 102 | 98 | -69 | 100 | 5 | 13 | 109 | 96
Cc1ccc(NC(=O)CC2CS(=O)(=O)CC2CC(=O)Nc2ccc(C)c(C)c2)cc1C (stereo not given) | 101 | -2 | 100 | 101 | 99 | -24 | 101 | / | -3 | 97 | 100
CN(C)/C=N/c1nc2nccc(-c3ccccn3)n2n1 | 103 | -1 | 102 | 99 | 100 | 13 | 98 | -9 | -5 | 100 | 101
Cc1ccc(S(=O)(=O)N/N=C/c2ccccc2O)cc1[N+](=O)[O-] | 97 | 0 | 93 | 91 | 90 | -16 | 94 | -2 | 7 | 98 | 96
O=C(CSc1ncnc2c1oc1ccccc12)Nc1cccc(C(F)(F)F)c1 | 105 | -2 | 99 | 102 | 102 | -4 | 102 | / | -38 | 99 | 102
CC(C)c1ccc(/C=N/NC(=O)CN(c2cccc(Cl)c2Cl)S(C)(=O)=O)cc1 | 109 | -1 | 104 | 105 | 108 | 25 | 107 | 17 | 1 | 103 | 107
COc1ccc(CCNC(=O)CN2CCOc3ccccc32)cc1OC | 101 | -2 | 97 | 103 | 99 | -27 | 100 | / | -2 | 107 | 97
CC1(C)C2C/C(=N\O)C(C)(/[N+]([O-])=C/c3cccc([N+](=O)[O-])c3)CC21 (stereo not given) | 94 | -1 | 92 | 97 | 94 | -22 | 95 | 6 | -6 | 99 | 96
O=C1S/C(=C\c2ccc(N3CCOCC3)o2)C(=O)N1Cc1c(F)cccc1Cl | 101 | 0 | 100 | 103 | 100 | -3 | 102 | / | 37 | 83 | 100
O=C(Cc1ccc(-n2c(=O)c3ccccc3n(CC(=O)Nc3ccc(F)cc3F)c2=O)cc1)NCc1ccco1 | 94 | -1 | 96 | 97 | 98 | -31 | 97 | -3 | 6 | 96 | 99
COc1ccc(OCC(O)Cn2c(Nc3cccc(C)c3)nc3c2c(=O)n(C)c(=O)n3C)cc1 (stereo not given) | 110 | -2 | 96 | 105 | 104 | -1 | 102 | 27 | 12 | 103 | 101
Cn1c(=O)[nH]c(=O)c2c1nc(Br)n2CCC(=O)c1ccccc1 | 98 | 0 | 97 | 99 | 97 | -41 | 99 | / | -42 | 100 | 99
CC1CC2=C(C(=O)O1)C(c1ccc(Cl)cc1)Nc1ccccc1N2 (stereo not given) | 99 | -2 | 98 | 99 | 96 | -51 | 97 | -11 | 16 | 96 | 100
O=C(Nc1ncccn1)c1cc(-c2ccc(F)cc2)nc2ccccc12 | 99 | 0 | 96 | 98 | 95 | 0 | 98 | -6 | 15 | 99 | 98
CC(Sc1nncn1C)C(=O)Nc1ccc(Cl)cn1 (stereo not given) | 104 | -7 | 101 | 99 | 98 | -13 | 99 | -6 | 1 | 101 | 99

Record cards (already shown). Order of screens: Rac1 wt GTP bind	Bim-Mcl-1	Rac1 act GTP bind	Rab7 wt modul	Rab2 wt GTP	Mcl1 Bid PPI	HRas wt GTP bind	Pf gamet viab	Mcl1-Noxa inh	RGS8-Gao reg	Cdc42 wt
Record of `O=C(Cc1ccc(-n2c(=O)c3ccccc3n(CC(=O)Nc3ccc(F)cc3F)c2=O)cc1)NCc1ccco1` = 94	-1	96	97	98	-31	97	-3	6	96	99
Record of `Cc1ccc(S(=O)(=O)N/N=C/c2ccccc2O)cc1[N+](=O)[O-]` = 97	0	93	91	90	-16	94	-2	7	98	96
Record of `CNC(=O)/C=C1\NC(C)(C)Cc2c1ccc1ccccc21` = 97	0	94	102	98	-69	100	5	13	109	96
Record of `Cc1ccc(NC(=O)CC2CS(=O)(=O)CC2CC(=O)Nc2ccc(C)c(C)c2)cc1C` (stereo not given) = 101	-2	100	101	99	-24	101	/	-3	97	100

Next part:
SMILES | Rac1 wt GTP bind | Bim-Mcl-1 | Rac1 act GTP bind | Rab7 wt modul | Rab2 wt GTP | Mcl1 Bid PPI | HRas wt GTP bind | Pf gamet viab | Mcl1-Noxa inh | RGS8-Gao reg | Cdc42 wt
C=CCn1c(C2CCCCC2)n[nH]c1=S | 101 | -10 | 97 | 99 | 98 | -38 | 100 | / | 12 | 98 | 101
CCOC(=O)C1(CC2CC2)CCN(Cc2ccc(OC)cc2F)CC1 | 96 | -1 | 95 | 91 | 94 | -5 | 92 | 12 | -2 | 101 | 97
COC(=O)CCC(=O)NC(=S)Nc1cc(Cl)ccc1Cl | 102 | -4 | 99 | 97 | 104 | -15 | 103 | -8 | 30 | 100 | 104
CC(NC(=O)Cn1cccc1C(=O)c1ccccc1)c1ccc2c(c1)OCCO2 (stereo not given) | 95 | -3 | 98 | 92 | 94 | 2 | 96 | / | 17 | 104 | 94
O=C(Cc1ccccc1)Nc1ccc(NC(=O)c2cccs2)cc1 | 91 | -1 | 94 | 93 | 93 | -15 | 93 | 12 | 8 | 93 | 92
CC(C)CN(CC(C)C)S(=O)(=O)N1CCC(C(=O)NCc2cccs2)CC1 | 102 | 0 | 99 | 96 | 100 | 5 | 102 | -5 | 14 | 98 | 101
Cn1cccc1Cc1nnc(SCC(=O)N2CCCc3ccccc32)n1-c1ccc(F)cc1 | 105 | -1 | 99 | 99 | 97 | -19 | 100 | / | -6 | 98 | 102
Cc1c(C(=O)Nc2ccccc2)sc2nc3n(c(=O)c12)CCCCC3 | 98 | 1 | 95 | 104 | 97 | -9 | 96 | 26 | 6 | 97 | 96
O=C(Oc1ccc(C(=S)N2CCCCC2)cc1)c1ccccc1F | 95 | -1 | 92 | 93 | 95 | -27 | 94 | -16 | 3 | 93 | 94
COc1cc(C(c2c(C)[nH][nH]c2=O)c2c(C)[nH][nH]c2=O)ccc1OC(=O)c1cccc([N+](=O)[O-])c1 | 95 | -1 | 92 | 95 | 92 | -99 | 99 | / | -43 | 97 | 96
C/C(=N\NC(=O)c1cccs1)C(C)(C)C | 107 | -4 | 102 | 103 | 99 | -31 | 102 | / | 8 | 111 | 107
O=C1C(c2ccc(F)cc2)N(Cc2ccc3c(c2)OCO3)C(=O)CN1C1CCCCCC1 (stereo not given) | 102 | 0 | 99 | 101 | 100 | 12 | 103 | 10 | 17 | 95 | 103
O=S(=O)(c1cccc2cccnc12)N1CCN(c2ccccc2)CC1 | 102 | -1 | 100 | 98 | 100 | -14 | 102 | / | 0 | 101 | 102
O=C(NCC1CCCO1)Nc1ccc2c(c1)OCO2 (stereo not given) | 96 | 0 | 92 | 94 | 94 | -45 | 91 | 18 | 15 | 102 | 93
O=C(NC1CCCCC1)[C@H](CSCc1ccccc1)N1Cc2ccccc2C1=O | 101 | -1 | 99 | 96 | 98 | -3 | 99 | / | -3 | / | 96
CC(C)(C)c1nnc(NC(=O)CS(=O)(=O)Cc2ccccc2)s1 | 94 | 0 | 96 | 100 | 97 | -23 | 97 | / | -11 | 57* | 95
Cc1onc(-c2ccccc2)c1C(=O)Nc1nc(-c2cc(F)ccc2F)cs1 | 101 | -1 | 97 | 95 | 97 | -44 | 98 | -2 | 0 | 102 | 100
CC1=NC(C)(C)Cc2ccccc21 | 109 | -2 | 106 | 108 | 108 | -1 | 108 | 8 | -9 | 103 | 110
CC1CCCN(c2nc3ccccc3nc2C(C#N)S(=O)(=O)c2ccccc2)C1 (stereo not given) | 94 | -5 | 97 | 92 | 100 | -11 | 100 | / | -9 | 98 | 99
CC(C)OC(=O)CN1CCN(C2c3ccccc3-c3ccccc32)CC1 | 99 | 0 | 98 | 95 | 96 | -10 | 97 | 5 | 4 | 106 | 100
CCc1cccc(C)c1NC(=S)N(CCCN1CCOCC1)Cc1cccnc1 | 98 | -2 | 98 | 103 | 98 | -22 | 98 | -22 | 9 | 102 | 94
Cc1onc(-c2ccccc2Cl)c1C(=O)Nc1ccc(-n2nncc2C(C)(C)C)cc1 | 106 | -3 | 98 | 102 | 100 | -27 | 100 | / | 14 | 102 | 100
CCCN(CCC)C(=O)C1CC(=O)OC12CCCCC2 (stereo not given) | 95 | -1 | 93 | 98 | 98 | -24 | 97 | -24 | -12 | 104 | 95
c1ccc(Nc2nc3ccccc3n3nnnc23)cc1 | 97 | -2 | 96 | 93 | 97 | -5 | 96 | / | 1 | 102 | 96
O=C(CSc1ncn(-c2ccccc2)n1)Nc1nncs1 | 96 | 1 | 92 | 105 | 97 | -16 | 96 | 0 | 9 | 102 | 92

Reformatted with values under each structure: part of the list above.
Each structure is followed by: Rac1 wt GTP bind, Bim-Mcl-1, Rac1 act GTP bind, Rab7 wt modul, Rab2 wt GTP, Mcl1 Bid PPI, HRas wt GTP bind, Pf gamet viab, Mcl1-Noxa inh, RGS8-Gao reg, Cdc42 wt
O=C(CSc1ncn(-c2ccccc2)n1)Nc1nncs1
  96, 1, 92, 105, 97, -16, 96, 0, 9, 102, 92
CCCN(CCC)C(=O)C1CC(=O)OC12CCCCC2 (stereo not given)
  95, -1, 93, 98, 98, -24, 97, -24, -12, 104, 95
c1ccc(Nc2nc3ccccc3n3nnnc23)cc1
  97, -2, 96, 93, 97, -5, 96, /, 1, 102, 96
CCc1cccc(C)c1NC(=S)N(CCCN1CCOCC1)Cc1cccnc1
  98, -2, 98, 103, 98, -22, 98, -22, 9, 102, 94
Cc1onc(-c2ccccc2Cl)c1C(=O)Nc1ccc(-n2nncc2C(C)(C)C)cc1
  106, -3, 98, 102, 100, -27, 100, /, 14, 102, 100
